Bioassay records deposited in PubChem BioAssay by National Center for Advancing Translational Sciences (NCATS).
uPA surface inh = qHTS for Inhibitors of Cell Surface uPA Generation | cell surface uPA generation assay, qHTS | 0.31% of 330,000 active | Potency, µM (highest dose often 38.3 µM), for the others: top-dose activity change, negative = inhibition, actives largely listed as inhibitors; active = well fitted inhibition curve with a large enough effect; inconclusive = small, poorly fitted or top-dose-only effect; inactive = no such curve, though single readings can be large or run the other way; tested in mouse RAW 264.7 cells; also: potency is read from the fitted curve at half-maximal effect; nearly all actives have a fitted effect of over 55% in size
USP2a block = qHTS Assay for Inhibitors of Ubiquitin-specific Protease USP2a Using CHOP2 as the Reporter; Ubiquitin carboxyl-terminal hydrolase 2 (Homo sapiens), O75604; USP2 core, Ub-CHOP2 coupled fluorogenic reporter, 485/531; Potency, µM (series often up to 38.3 µM), for the others: top-dose activity change, negative = inhibition, hits mostly inhibitors; 0.01% of 330,000 active; AID 463254, 2010;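 also: potency is read from the fitted curve at half-maximal effect; plate controls were DMSO wells for no effect and full inhibition by NEM control for full effect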
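Deubiquitinase activity read as fluorescence (485/531 nm) after Ub-CHOP2 cleavage activates the enterokinase reporter on its substrate; USP2 core 10nM, Ub-CHOP2 and substrate 25nM each, 30min compound preincubation then 60min RT; data normalized to NEM, curves fitted.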
KCNH2 3.1 block = qHTS for Inhibitors of KCHN2 3.1: Mutant qHTS; U2OS KCNH2 3.1, thallium flux FluxOr; hits give low values; 0.95% of 340,000 active; activity change, % (tested at about 1.8 µM); Potassium voltage-gated channel subfamily H member 2, brain isoform KCNH2 3.1 (human);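 active = maximum activity change below -70%; inconclusive = maximum activity change from -70% to -50%; inactive = maximum activity change above -50%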;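 also: thallium influx rate constant from kinetic fluorescence after stimulation buffer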
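Thallium flux via FluxOr fluorescence (Red40 quencher, 45 min loading) in U2OS cells virally expressing the KCNH2 3.1 isoform (1.77 x 10^8 /mL virus, overnight at 37 C). Rate constants from 2-min kinetic reads post-stimulation, normalised to positive and negative controls.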
Giardia killer = Small Molecules that selectively kill Giardia lamblia: qHTS; activity change, % at 7.66 µM, hits read low; 0.15% of 340,000 active; Giardia lamblia trophozoite viability; in the data active = activity change below about -80%; inconclusive = between about -30% and that limit;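 also: parasites exposed to compound for two days anaerobically before the ATP read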
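Viability, read as ATP luminescence: trophozoites at 100 cells/well, compound added, 48 hrs anaerobic at 37 deg C, then 15-30 min room-temperature development before reading.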
PKM2 act = qHTS Assay for Activators of Human Muscle isoform 2 Pyruvate Kinase; Pyruvate kinase PKM (Homo sapiens), P14618; Potency, µM (series often up to 57.5 µM), for inactives: at the highest dose activation, usual class: activators; purified PKM2, Kinase-Glo ATP luminescence, activation; response scale: 0% is enzyme alone, no compound; AID 1631, 2009; 0.34% of 260,000 active; also: potency is read from the fitted curve at half-maximal effect; nearly all actives have a fitted effect of over 55% in size
Target sequence (P14618 whole entry, looked up, canonical isoform): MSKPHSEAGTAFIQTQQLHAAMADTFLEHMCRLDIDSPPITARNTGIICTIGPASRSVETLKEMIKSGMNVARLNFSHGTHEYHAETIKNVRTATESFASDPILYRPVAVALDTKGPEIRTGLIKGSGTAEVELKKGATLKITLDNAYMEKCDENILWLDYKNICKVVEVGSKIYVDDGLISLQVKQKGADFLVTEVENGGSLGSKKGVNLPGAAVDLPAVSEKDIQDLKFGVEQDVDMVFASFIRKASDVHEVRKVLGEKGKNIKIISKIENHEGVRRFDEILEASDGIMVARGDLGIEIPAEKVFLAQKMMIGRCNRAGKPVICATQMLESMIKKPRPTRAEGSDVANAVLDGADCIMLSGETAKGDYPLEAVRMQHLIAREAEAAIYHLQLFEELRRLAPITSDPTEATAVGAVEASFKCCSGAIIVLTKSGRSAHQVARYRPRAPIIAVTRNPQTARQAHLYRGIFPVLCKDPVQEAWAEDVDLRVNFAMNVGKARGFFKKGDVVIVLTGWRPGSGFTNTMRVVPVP
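Purified hPK-M2 (>95%) run at intermediate activity with 0.1 mM ADP and 0.5 mM PEP in 50 mM imidazole pH 7.2, KCl, MgCl2; 1 h room temperature. ATP formed read by Kinase-Glo luminescence; normalized to uninhibited and no-enzyme controls.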
BCR signal inh = qHTS Assay to Find Inhibitors of Chronic Active B-Cell Receptor Signaling; ABC-DLBCL IkBa-CBG/CBR reporter, luminescence ratio, 4 h; Potency, µM (titrated, usually from 46.1 µM), without a hit: at the top dose ratio change, negative = lower green/red ratio, most hits filed as inhibitors; 0.05% of 340,000 active; AID 493014, 2011; active = well fitted inhibition curve with a large enough effect in the signal ratio, with a control signal flat, not every such curve was filed as active; inconclusive = small, poorly fitted or top-dose-only effect, or effect the other way, or a change in a side signal; the % refers to the signal ratio;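 also: potency is read from the fitted curve at half-maximal effect; plate controls were basal doxycycline-induced cells for no effect and cells given 10 µM MG132 for full effect; MG132 reads +100%, hits lower the ratio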
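TMD8 ABC-DLBCL cells carrying doxycycline-inducible green luciferase fused to IkappaBalpha plus unfused red luciferase were exposed to compounds (up to 46 uM) for 4 hrs at 37C. Activity came from the overlap-corrected green/red luminescence ratio.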
B2AR arrestin = qHTS assay of beta-arrestin-biased ligands of beta2-adrenergic receptor. Beta-2 adrenergic receptor (Homo sapiens), P07550. beta-arrestin recruitment to beta2AR, cell-based reporter. Potency, µM (doses to about 46.1 µM), for the others: at the highest dose activation, actives largely listed as activators. 0.02% of 330,000 active;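 also: potency is read from the fitted curve at half-maximal effect; 0% = DMSO controls and full agonism = EC100 isoproterenol or metaproterenol; nearly all actives have a fitted effect of over 65% in size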
GALK inh = qHTS Assay for Inhibitors of Human Galactokinase (GALK); P51570; Purified GALK, Kinase-Glo residual ATP luminescence; Potency, µM (titrated, usually from 57.5 µM), without a hit: at the highest dose activity change, negative = inhibition, actives largely listed as inhibitors; 0.007% of 270,000 active; also: potency is read from the fitted curve at half-maximal effect
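ATP-depletion format; final 35 uM ATP, 100 uM D-galactose, 5 nM enzyme; pH 8.0 HEPES/Mg2+ buffer; 60 min RT; luminescence read 10 min after detection reagent.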
Coupling enz = qHTS Assay for Inhibitors of Fructose-1,6-bisphosphate Aldolase from Giardia Lamblia: Coupling assay counterscreen; activity change, negative = inhibition, % at 58.2 µM, hits read low; 0.67% of 290,000 active; coupling enzyme system counterscreen, AmpLite Red fluorescence; in the data active = activity change below about -30%
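Final compound at 57.5 uM, incubated 10 min at RT with coupling enzyme reagent (glyceraldehyde-3-phosphate), then 20 min with substrate and AmpLite Red detection. Fluorescence read at 525/598 nm; tests interference with the coupling assay, not aldolase inhibition.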
Eya2 phos inh = qHTS Assay for Inhibitors of the Phosphatase Activity of Eya2. Protein phosphatase EYA2 (Homo sapiens), O00167. 0.006% of 330,000 active. Potency, µM (series often up to 76.9 µM), for the others: top-dose activity, negative = inhibition, hits mostly inhibitors. AID 488837, 2010. recombinant Eya2, OMFP fluorescence dephosphorylation (OMFP is methylfluorescein phosphate); also: potency is read from the fitted curve at half-maximal effect
Target sequence (O00167 whole entry, looked up): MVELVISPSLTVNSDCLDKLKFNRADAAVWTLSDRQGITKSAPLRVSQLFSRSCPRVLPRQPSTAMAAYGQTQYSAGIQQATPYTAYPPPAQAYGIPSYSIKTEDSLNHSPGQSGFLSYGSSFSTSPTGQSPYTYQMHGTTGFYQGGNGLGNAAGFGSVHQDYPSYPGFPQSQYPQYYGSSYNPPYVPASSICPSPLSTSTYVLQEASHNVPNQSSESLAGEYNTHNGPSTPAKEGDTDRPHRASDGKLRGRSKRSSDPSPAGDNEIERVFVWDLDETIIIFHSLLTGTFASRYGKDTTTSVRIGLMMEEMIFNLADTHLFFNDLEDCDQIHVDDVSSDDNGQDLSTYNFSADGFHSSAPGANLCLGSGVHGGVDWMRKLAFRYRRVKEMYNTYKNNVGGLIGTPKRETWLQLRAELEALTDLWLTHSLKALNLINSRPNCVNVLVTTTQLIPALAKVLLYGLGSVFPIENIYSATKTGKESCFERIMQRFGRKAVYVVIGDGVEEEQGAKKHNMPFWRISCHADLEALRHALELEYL
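Eya2 protein (added as 0.2 uM solution) was preincubated with compound for 10 min at ambient temperature in 50 mM HEPES pH 7.5, 50 mM NaCl, 5 uM MgCl2, 0.05% BSA, 1 mM DTT. OMFP (added at 50 uM) then reacted 10 min; fluorescence read at 485/525 nm.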
hERG WT inh = qHTS for Inhibitors of KCHN2 3.1: Wildtype qHTS; 0.37% of 340,000 active; U2OS, BacMam KCNH2, thallium flux FluxOr; hits give low values; activity change, % at 1.84 µM;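 active = maximum activity change below -70%; inconclusive = maximum activity change between -70% and -50%; inactive = maximum activity change above -50%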
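U2OS cells transduced with wild-type KCNH2 virus are loaded with FluxOr dye for 45 min, and thallium flux is measured in kinetic reads before and after stimulation buffer. Rate constants are normalized to DMSO controls.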
Starred values were filed as active, the others as inactive; ? = inconclusive; . = no result given; [ ] = dose if it differs, or a comment. Unless noted, calls follow the shape of the dose curve; as a rule, active = well fitted curve in the direction sought with a large enough effect; inconclusive = small, poorly fitted or top-dose-only effect, or another doubt; inactive = no such curve, though single readings can be large; an effect the other way counts as inactive or inconclusive. Unless noted, % is scaled to controls: 0 for no effect and ±100 for the full control effect. Compounds as they come. Share with any hit: about 2.4%.

Values run as follows: GALK inh	B2AR arrestin	KCNH2 3.1 block	Eya2 phos inh	PKM2 act	hERG WT inh	Coupling enz	BCR signal inh	Giardia killer	uPA surface inh	USP2a block
CN(Cc1cccs1)C(=O)c1cc(S(=O)(=O)N2CCOCC2)ccc1N1CCCC1
  .	0.0%	9	5%	.	17	.	0%	3	-9%	4%
COc1ccc(N2CCN(C(=O)C(=O)c3cn(CC(=O)N4CCCCCC4)c4ccccc34)CC2)cc1
  6%	-0.7%	.	-11%	-2%	0	.	1%	-6	-9%	-3%
Cc1ccccc1NC(=O)CCS(=O)(=O)c1ccc(Br)cc1
  .	0.0%	-11	1%	.	0	-1	0%	17	11%	-1%
Cc1cc(C)cc(NS(=O)(=O)c2cc(Br)cnc2N)c1
  6%	0.1%	-6	4%	.	-6	.	2%	11	2%	2%
CC(O/N=C/c1ccccc1OC(F)F)C(=O)Nc1cccc(S(=O)(=O)N2CCOCC2)c1 (stereo unspecified)
  -2%	-1.5%	-17	-7%	2%	4	0	?	-8	-5%	5%
O=C(COc1ccc(S(=O)(=O)N2CCCC2)cc1)Nc1ccc(F)cc1
  -1%	-0.3%	-1	-2%	.	4	-2	?	2	4%	1%
COC(=O)c1ccc(OCC(O)CN2CCN(CC(O)COc3ccc(C(=O)OC)cc3)CC2)cc1 (stereo unspecified)
  3%	-0.3%	?	4%	.	-29	7	-6%	-10	-12%	4%
CCCc1oc(C(=O)O)cc1CN
  2%	0.2%	2	9%	-3%	-5	2	0%	16	23%	-1%
Cc1nc(SCC(=O)Nc2ccc3[nH]c(=O)[nH]c3c2)nc(C)c1C
  .	2.3%	21	-3%	.	3	.	-10%	19	2%	-3%
Cc1cc(C)n(CC(=O)c2cccc([N+](=O)[O-])c2)n1
  -1%	-0.1%	8	-11%	-3%	1	0	-6%	-3	2%	1%
N#CNC(=Nc1cccc(F)c1)SCc1cccc(F)c1
  1%	0.1%	1	2%	0%	11	5	0%	-5	-12%	?
Oc1ccc(Br)cc1-c1nc2cnccn2c1NC1CCCC1
  -3%	0.1%	-2	1%	1%	-2	-1	7%	-18	7%	3%
CCN(CC)CCCN(Cc1cc2cc3c(cc2[nH]c1=O)OCO3)C(=S)NCCOC
  0%	-0.1%	20	2%	0%	5	-1	-2%	21	7%	0%
O=C(CC1CC2CCC1C2)Nc1nc(-c2ccccn2)cs1 (stereo unspecified)
  -1%	?	6	-2%	-4%	2	-4	?	9	-4%	0%
COC(=O)C(CCCCNC(=O)c1ccc([N+](=O)[O-])cc1)NC(=O)c1ccc([N+](=O)[O-])cc1 (stereo unspecified)
  .	0.0%	-93*	9%	0%	?	2	?	0	-11%	1%
O=C1[C@@H]2C(c3cccnc3)=NO[C@@H]2C(=O)N1c1ccc(Cl)cc1Cl
  1%	-0.8%	19	16%	-11%	2	8	6%	1	1%	0%
CS(=O)(=O)c1ccc(Cl)c(NC(=O)C2CC(=O)N(Cc3ccccc3)C2)c1 (stereo unspecified)
  -2%	0.1%	-3	15%	17%	-1	5	?	1	0%	1%
Cc1cccc(NC(=S)N(CCCN2CCOCC2)Cc2ccco2)c1
  -2%	-0.6%	12	-7%	5%	0	2	7%	0	2%	5%
C#CCOCCOCCOCCNc1nc(N2CCN(C(=O)[C@H]([C@@H](C)CC)n3cc(CCCN=C(N)N)nn3)CC2)nc(N2CCN(C(=O)[C@H](Cc3ccc(O)cc3)n3cc(CCO)nn3)CC2)n1
  .	14%	.	0%	-7%	.	-1	-7%	20	5%	2%
CN1/C(=C\C(=O)COC(=O)CNC(=O)c2ccccc2F)C(C)(C)c2ccccc21
  0%	-0.7%	-4	-4%	2%	-4	0	-1%	5	0%	-3%
CCc1cc(C(=O)N2CCN(C(=O)c3ccccc3)CC2)sc1C
  .	-0.4%	6	-2%	.	3	.	1%	-9	0%	0%
Cc1ccc(NC(=O)CSc2ncn(-c3ccccc3)n2)cc1C
  1%	0.6%	10	1%	9%	10	0	-3%	10	4%	2%
CSc1nc2ccc(Cl)cc2[nH]1
  -2%	0.2%	10	11%	3%	-4	1	12%	-23	1%	1%
CC(C)CCNC(=O)NC(=O)CSc1nnc(COc2ccccc2Cl)o1
  1%	-0.2%	35	-11%	0%	-3	-2	?	26	5%	2%
CN1C2CCC1CC(N(CCc1ccccc1)C(=O)c1ccc(Cl)cc1)C2 (stereo unspecified)
  0%	5.4%	?	3%	.	-40	1	?	22	-13%	-1%
O=C(CS(=O)c1ccc(C(F)(F)F)cc1[N+](=O)[O-])Oc1ccc(Cl)cc1 (stereo unspecified)
  -1%	0.4%	6	-3%	1%	15	-15	?	5	-12%	-2%
Cc1ccc2nc(-c3ccccc3)cc(C(=O)N3CCN(c4ccccc4O)CC3)c2c1
  .	-1.0%	-34	-5%	.	-17	.	-13%	-16	0%	-5%
Cc1ccc(CN2C(=O)c3ccccc3NC2c2ccccn2)cc1 (stereo unspecified)
  -3%	0.6%	4	1%	6%	-5	4	6%	-1	1%	3%
COc1cc(/C=C/C(=O)O)ccc1OCc1ccccc1C#N
  1%	-0.6%	4	5%	2%	-1	5	4%	-12	10%	3%
C/C=C/c1ccc(OCC(=O)N(CCOC)c2c(N)n(CCCC)c(=O)[nH]c2=O)c(OC)c1
  .	0.0%	-2	-7%	.	-28	.	-2%	-3	0%	-2%
CCNC(=O)/C(C#N)=C/c1c(N2CCN(c3ccccc3)CC2)nc2c(C)cccn2c1=O
  6%	3.4%	3	-15%	.	-6	2	2%	-20	-5%	1%
Cc1cccc(NC(=O)c2ccc3c(c2)CCN3S(C)(=O)=O)c1
  0%	-0.4%	13	5%	1%	-29	-1	-4%	4	-1%	2%
c1ccc(CNCc2ccco2)cc1
  -2%	-0.9%	4	-3%	0%	4	1	1%	-17	3%	-5%
COC(=O)c1ccc(Nc2c([N+](=O)[O-])ccc3nonc23)cc1
  3%	-0.1%	-3	8%	.	3	-1	4%	8	-3%	2%
CN(C)C(=O)C1C2NC(=S)N(c3cccc(Cl)c3)C1(C)Oc1ccc(Cl)cc12 (stereo unspecified)
  5%	-0.1%	0	4%	-1%	1	0	-8%	-11	-1%	5%
CS(=O)(=O)N(CC(=O)NCc1ccccc1)C1CCCCC1
  -3%	0.2%	-2	3%	0%	12	-2	-19%	4	6%	0%
O=C1CCC(=O)N1Cc1c(Cl)cccc1Cl
  -2%	-0.1%	-15	-7%	1%	3	-2	4%	4	-1%	-1%
COc1ccccc1CNC(=O)C1CCN(S(=O)(=O)c2cccc3cccnc23)CC1
  2%	0.6%	7	2%	6%	1	7	4%	-8	9%	4%
O=C(/C=C\c1ccccc1)Oc1cccc2cccnc12
  5%	?	5	-10%	0%	15	-8	?	-21	?	9%
O=C(Nc1ccccc1)C1=C(c2ccccc2)S(=O)(=O)CCS1(=O)=O
  -2%	-0.2%	1	15%	-35%	1	1	?	-2	-15%	0%
N#CCCN(Cc1ccccc1)C(=O)c1cccs1
  1%	0.1%	4	-11%	7%	-5	6	1%	-3	-9%	0%
COc1ccc(NC(=O)COc2ccccc2C#N)c(S(=O)(=O)N2CCCCC2)c1
  4%	0.2%	3	1%[15.4 µM]	?	5	0	?	-9	-1%	-1%
Cc1ccnc(NS(=O)(=O)c2ccc(Oc3ccccc3)cc2)c1
  -2%	-0.2%	-21	-20%	0%	-1	6	-5%	-2	-6%	2%
COc1ccccc1CN1CC(C(=O)NCCc2ccc(Cl)cc2)CC1=O (stereo unspecified)
  -8%	0.1%	22	-6%	.	-18	.	2%	15	-8%	3%
COc1cccc(OCc2cc(C(=O)N3CCN(C)C(c4ccccc4)C3)no2)c1 (stereo unspecified)
  4%	0.2%	0	-10%	.	-20	.	-9%	-22	10%	0%
